From PubChem
DNMT1 block = blocks human DNA methyltransferase DNMT1; P26358; DNMT1 molecular beacon, Hinp1I cleavage, fluorescence; inhibition (reported as % activation of signal), % at 10 µM; 0.83% of 360,000 active; AID 588458; in the data active means inhibition above about 50%
LMPTP inh = LMPTP (human) inhibition; P24666; recombinant LMPTP-A, OMFP fluorogenic substrate, fluorescence intensity; inhibition, % at 20 µM; 0.22% of 360,000 active; AID 651560;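 active means compounds that cut the enzyme signal by at least half of the control window in the single-dose screen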;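 further: plate controls were DMSO wells with enzyme plus substrate for no effect and substrate without enzyme for full effect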
Target sequence (P24666 whole entry, looked up): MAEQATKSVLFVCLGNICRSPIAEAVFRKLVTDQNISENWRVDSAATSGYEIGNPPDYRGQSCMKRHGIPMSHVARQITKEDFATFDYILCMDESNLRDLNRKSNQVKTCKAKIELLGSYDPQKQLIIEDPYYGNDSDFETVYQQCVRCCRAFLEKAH
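Buffer or medium: Bis-Tris pH 6.0, DTT, detergent; Assay system: LMPTP-A enzyme; Quantity: 0.625 nM enzyme; Detection: endpoint fluorescence intensity; Times: 50 min dark incubation at room temperature; Controls: substrate-only low control, DMSO enzyme-plus-substrate high control; Doses: single 20 µM dose; Read-out: percent inhibition versus substrate-only and uninhibited controls; Reagent: 400 µM OMFP.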
CendR NRP1 mod = modulators of CendR peptide binding to human neuropilin-1. 0.85% of 360,000 active. O14786. FAM-RPARPAR peptide binding to NRP-1, fluorescence polarization. inhibition, % at 25 µM;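 active means inhibition or corrected inhibition above about 18%, plus a signal ratio from 0.5 to 1.5, limit read from the data, passing the limit was not always enough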; further: strong numbers were not always called active
NadD inh = blocks S. aureus nicotinate mononucleotide adenylyltransferase. 0.78% of 360,000 active. purified NadD enzyme, colorimetric absorbance read-out. inhibition, % at 20 µM; in the data active means inhibition above about 26%; further: some compounds past the cut are filed as inactive
SKN-1 inh = inhibitors of C. elegans SKN-1. 0.49% of 360,000 active. C. elegans VP596 Pgst-4::GFP/RFP ratio, acrylamide-induced, 24 h. inhibition, % at 21.8 µM;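 active means interference check ratio from 0.5 to 1.5 plus GFP to RFP signal ratio inhibition reaching or exceeding a fixed threshold, cut at about 30% in these data, passing the limit was not always enough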; further: some compounds called inactive have numbers as strong as hits
MT1-MMP act inh = MT1-MMP (human) activation inhibition; 0.061% of 360,000 active; GFP/RFP ratio change, % at 20 µM; HT1080 RFP-PRO-GFP cells, GFP/RFP ratio fluorescence, overnight; percent of plate control window, DMSO zero; P50281; AID 651647;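 active means GFP/RFP ratio change of at least 30% with cell ATP level not reduced by more than half and red fluorescence within 50% of control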; further: strong numbers were not always called active
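Assay system: HT1080 RFP-PRO-GFP cells | Dosing: 20 µM single dose, 1% DMSO | Incubation: Cells overnight before dosing, compound overnight, 37 °C, 5% CO2 | Evaluation: GFP/RFP fluorescence ratio | Control set: DMSO-only wells and HT1080 RFP-L50D-GFP cell wells as references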
STEP block = blocks human striatal-enriched tyrosine phosphatase; inhibition, % at 20 µM; 0.25% of 360,000 active; recombinant STEP, OMFP fluorogenic substrate, fluorescence; P54829;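 active means inhibition at 20 µM, scaled per plate between control wells, above about 37%, limit read from the data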;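 further: 0% = DMSO with enzyme and substrate and 100% = substrate only without enzyme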
Target sequence (P54829 whole entry, looked up): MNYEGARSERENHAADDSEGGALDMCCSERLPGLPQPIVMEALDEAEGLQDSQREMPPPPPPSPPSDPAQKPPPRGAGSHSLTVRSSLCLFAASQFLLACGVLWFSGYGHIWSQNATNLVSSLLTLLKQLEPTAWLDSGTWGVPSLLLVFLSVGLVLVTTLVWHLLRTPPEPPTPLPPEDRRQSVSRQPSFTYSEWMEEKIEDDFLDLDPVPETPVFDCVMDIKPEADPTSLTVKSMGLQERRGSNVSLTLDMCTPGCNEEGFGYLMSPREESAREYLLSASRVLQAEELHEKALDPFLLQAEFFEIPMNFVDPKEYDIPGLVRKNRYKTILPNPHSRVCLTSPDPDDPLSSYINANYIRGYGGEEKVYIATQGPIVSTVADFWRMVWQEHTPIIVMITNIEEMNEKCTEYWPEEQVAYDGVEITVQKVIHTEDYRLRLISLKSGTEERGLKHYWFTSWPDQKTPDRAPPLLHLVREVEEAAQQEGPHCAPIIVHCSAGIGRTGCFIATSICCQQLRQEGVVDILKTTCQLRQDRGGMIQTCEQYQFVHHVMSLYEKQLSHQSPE
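material = STEP tyrosine phosphatase | reagent = fluorogenic phosphatase substrate OMFP at 25 µM final | doses = single compound dose of 20 µM, 1% DMSO final | schedule = 20 min reaction, room temperature, in the dark | measured by = fluorescence, 480/540 nm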
Scp-1 inhibitor = blocks human Scp-1 phosphatase activity; AID 493091; inhibition, % at 20 µM; Recombinant Scp1, phosphopeptide, malachite green phosphate absorbance; 0.88% of 340,000 active;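 active means inhibition above about 50% at 20 µM, limit read from the data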;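 further: plate controls were DMSO wells with enzyme for no effect and wells lacking enzyme for full effect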
Target sequence (Q9GZU7 76-261 limits assumed): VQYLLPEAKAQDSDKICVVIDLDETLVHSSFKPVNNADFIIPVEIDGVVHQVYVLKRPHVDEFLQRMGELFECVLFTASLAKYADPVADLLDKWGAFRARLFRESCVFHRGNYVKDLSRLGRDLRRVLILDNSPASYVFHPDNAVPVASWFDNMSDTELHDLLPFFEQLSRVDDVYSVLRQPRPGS
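Incubation: 45 min enzyme reaction at room temperature / System: truncated SCP-1 phosphatase (76-261aa) / Reagent: Phospho 17-mer peptide substrate / Buffer or medium: Acidic Tris acetate buffer with magnesium and detergent / Signal: absorbance at 630 nm / Doses: one concentration, 20 µM, with 1.0% DMSO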
SUMO1-SIM PPI = SUMO1-SIM interaction modulation | SUMO1 binding to a labelled peptide, TR-FRET, 1 h | inhibition, % at 20 µM | 0.33% of 360,000 active | AID 602429; in the data active means inhibition above about 37%
Target sequence (P63165 whole entry, looked up): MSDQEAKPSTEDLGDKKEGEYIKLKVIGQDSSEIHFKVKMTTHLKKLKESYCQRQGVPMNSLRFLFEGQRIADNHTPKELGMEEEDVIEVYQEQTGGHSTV
Rpn11 block = blocks the human proteasome subunit Rpn11; 0.59% of 360,000 active; calls only at 20 µM; human 26S proteasome, Ub4-pepOG fluorescence polarization; 20S core pre-blocked with epoxomicin;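 active means inhibition at 20 µM, scaled to each plate's controls, above about 33%, limit read from the data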
* hit, by the source's call; i = inactive; nt = no result given.

molecule | DNMT1 block | LMPTP inh | CendR NRP1 mod | NadD inh | SKN-1 inh | MT1-MMP act inh | STEP block | Scp-1 inhibitor | SUMO1-SIM PPI | Rpn11 block
O=[N+]([O-])c1ccc(OCCOCCOc2ccc([N+](=O)[O-])cc2)cc1 | 13.7 | 1.1 | -1.5 | -3.2 | -0.4 | 0.5 | -1.4 | 6.0 | 1.6 | i
O=C(NCCSc1ccccc1)c1cccnc1 | 0.6 | 0.1 | -11.5 | -3.4 | 0.6 | -1.7 | -3.9 | -4.0 | -3.3 | i
COc1ccc(C2(CNS(=O)(=O)c3ccc(C)cc3)CCOCC2)cc1 | 30.2 | -1.6 | -3.7 | -6.9 | 6.1 | 1.7 | -2.3 | -2.5 | -2.7 | i
C/C(=N\NC(=O)CCCNc1ccc(C)cc1)c1ccccn1 | 7.3 | -2.4 | -9.6 | -0.3 | -4.7 | 5.8 | 1.6 | -6.8 | 1.7 | i
COc1ccccc1-n1c(SCC(=O)N2CCCCC2)nc(O)c(Cc2ccccc2)c1=O | 4.8 | -2.0 | 6.9 | -1.8 | -5.1 | 1.5 | -2.7 | -11.3 | 8.0 | i
COCc1c(C(=O)N2CCN(CCOc3ccccc3)CC2)oc2ccccc12 | -3.5 | 0.4 | -7.3 | -4.5 | -13.0 | -1.3 | 2.8 | -5.7 | -3.3 | i
CCc1ccc(CC2S/C(=C(\C#N)C(C)=O)NC2=O)cc1 (configuration not stated) | -0.9 | -0.2 | -8.4 | -0.2 | -14.3 | -29.5 | -0.9 | -7.2 | 10.1 | i
Cc1ccc(Nc2nc(-c3cccs3)cs2)nc1 | -12.4 | 2.5 | 0.5 | 7.2 | 46.4* | -8.2 | -1.5 | 2.0 | -7.6 | i
COc1cc(C(=S)N2CCOCC2)ccc1OC(=O)c1cc([N+](=O)[O-])cc([N+](=O)[O-])c1 | 1.0 | 0.6 | 6.4 | 4.7 | -10.7 | 3.7 | 4.1 | 0.7 | -13.4 | i
O=C(c1cccc(F)c1)N1CCN(S(=O)(=O)c2ccccc2)CC1 | 2.2 | 0.2 | -1.4 | 0.6 | 7.2 | -0.3 | -1.2 | -10.1 | 3.7 | i
O=C(CCN1CCCCC1)Nn1c(=S)[nH]c2ccccc2c1=O | 3.6 | 0.2 | 4.1 | -0.5 | 12.8 | 3.7 | 2.0 | 0.2 | 1.7 | i
O=S(=O)(NC1CCCCC1Sc1ncccn1)c1ccccc1 (configuration not stated) | 1.9 | -1.8 | 6.4 | -3.1 | 7.0 | 3.1 | -1.1 | -2.4 | 3.3 | i
O=S(=O)(NCc1ccco1)c1cnc(Cl)c(Cl)c1 | 0.4 | 0.6 | -14.7 | -2.5 | 1.4 | 2.8 | 0.0 | -0.8 | -3.8 | i
Cc1ccc(S(=O)(=O)CCSc2n[nH]c(=O)n2-c2ccc3c(c2)OCCO3)cc1 | -2.5 | 0.0 | -3.3 | -4.0 | -8.6 | 1.9 | -0.7 | -4.2 | -2.6 | i
O=c1sc2ccccc2c(N2CCCC2)c1[N+](=O)[O-] | 2.9 | -0.8 | -4.1 | -0.3 | -4.3 | 5.2 | -2.9 | 1.1 | -2.1 | i
CCc1ccc2c(Cl)c(C(=O)N/N=C/c3c[nH]c4ccccc34)sc2c1 | -25.9 | 4.4 | -10.5 | 25.6 | 4.5 | 0.3 | 8.3 | -4.8 | 13.1 | i
COc1ccc(-c2cc(C(F)(F)F)nc(SCC(=O)Nc3cc(C)on3)n2)cc1 | -2.0 | 0.4 | 9.7 | 2.5 | -13.8 | 6.6 | 1.6 | 4.1 | 0.0 | i
CCOC(=O)NC(NCc1ccccc1Cl)(C(F)(F)F)C(F)(F)F | -3.1 | 0.4 | 2.1 | -4.8 | -21.1 | 3.5 | -0.3 | -1.1 | -1.2 | i
O=C(CNC(=S)N(CCCN1CCOCC1)Cc1cccs1)N1CCCC1 | 0.4 | -1.3 | 2.6 | -5.5 | -3.1 | 13.8 | -0.5 | 5.8 | 2.4 | i
CCOCCC(=O)Nc1ccc2c(c1)c(=O)n(C)n2-c1ccc2ccccc2c1 | -1.6 | 0.1 | -1.8 | -3.1 | 5.9 | 13.6 | 1.7 | nt | -0.2 | i
Cn1c(CCCNC(=O)c2ccco2)nc2ccccc21 | 4.9 | -0.2 | -22.4 | 17.1 | 4.0 | 2.5 | -1.0 | -0.2 | 4.5 | i
O=C(NCCCn1ccnc1)C(=O)NCC1OCCN1S(=O)(=O)c1ccc(F)cc1 (configuration not stated) | 3.7 | 12.3 | -0.3 | 4.5 | 3.6 | 1.5 | -1.3 | -3.9 | -10.7 | i
CC1(C)CC(=NOC(=O)c2ccccc2)CC(C)(C)N1O | 2.8 | -1.0 | 8.6 | -2.3 | 6.7 | 0.8 | -1.1 | -2.7 | 0.8 | i
O=C1CSC(=S)N1N=Cc1ccccc1O | -7.4 | 1.2 | -18.0 | 2.0 | 13.6 | 9.7 | 7.3 | 2.2 | -3.1 | i
CCOC(=O)c1c(Nc2ccccc2OCCOC)n[nH]c1C | -2.0 | -0.7 | -3.0 | 1.4 | 5.6 | -0.2 | -2.4 | -4.2 | -3.5 | i
O=C(CCn1nnc2ccccc2c1=O)N[C@H](C(=O)O)c1ccccc1 | 6.1 | -1.4 | 3.6 | -3.0 | -11.9 | -1.3 | -1.7 | -7.3 | -4.5 | i
N#Cc1nc(COc2ccccc2Cl)oc1NCc1ccc(F)cc1 | -5.8 | 2.5 | 6.0 | -10.3 | -13.0 | 3.3 | -0.8 | -11.4 | 0.8 | i
COCCn1ccc2c(OCC(=O)NCCc3ccccc3)cccc2c1=O | -0.2 | -0.2 | -2.4 | -0.7 | -13.6 | 4.2 | -2.5 | -4.8 | 8.1 | i
NS(=O)(=O)c1ccc(NC(=O)CN(C(=O)C(F)(F)F)C2CCCC2)cc1 | 1.2 | -1.7 | 0.1 | -4.3 | -7.4 | -0.6 | 2.4 | nt | -5.3 | i
Cc1ccc(/C=N/N2CCN(c3ccccc3)CC2)cc1 | -0.7 | -2.5 | 12.6 | 0.7 | 3.8 | 4.8 | -0.4 | -7.4 | 5.3 | i
CC(C)(C)c1ccc(CS(=O)(=O)CC(O)CN2CCCC2=O)cc1 (configuration not stated) | 1.4 | -1.5 | 5.9 | -9.4 | 2.8 | 1.6 | 2.3 | 0.8 | -1.9 | i
CSc1ncccc1C(=O)N1CCN(S(=O)(=O)c2cc(C)ccc2C)CC1 | -1.5 | -1.8 | 3.9 | 0.6 | 15.5 | 1.5 | 0.3 | -6.4 | -0.1 | i
Brc1cccc(CN2CCN(c3ncccn3)CC2)c1 | 3.0 | -0.6 | -7.7 | -2.0 | 1.4 | 1.1 | 1.4 | -5.0 | 0.4 | i
CN(CC(=O)Nc1ccc(Cl)c(C(F)(F)F)c1)C(=O)C1CCC1 | 3.3 | 0.0 | 3.4 | -2.3 | 12.8 | 3.9 | -0.5 | -5.7 | 4.8 | i
O=C(OCC(=O)N1CCN(c2ccccc2)CC1)c1ccc2ccccc2n1 | -1.9 | -1.2 | 8.1 | -4.6 | 1.3 | 0.8 | -2.8 | -6.2 | -7.4 | i
COc1cccc(N2CC(C(=O)Nc3nnc(SCC(=O)Nc4cc(C)on4)s3)CC2=O)c1 (configuration not stated) | 10.7 | 1.7 | -16.8 | 40.9* | 4.2 | 7.9 | 4.3 | -5.2 | 9.0 | i
CC1(C)Cc2ccccc2C(N/N=C/c2ccc([N+](=O)[O-])cc2)=N1 | -2.9 | 2.5 | 2.8 | 8.5 | -4.6 | 3.6 | 1.8 | -0.7 | -7.7 | i
CSc1ccc(/C=N/S(=O)(=O)c2ccccc2)cc1 | -3.8 | -2.1 | -4.9 | -5.0 | 16.5 | -1.3 | 1.5 | -6.8 | -2.2 | i
COc1ccc(NS(=O)(=O)c2cccc(NC(=O)c3ccccn3)c2)cc1 | -2.9 | -0.2 | 1.0 | -0.7 | 6.6 | -4.4 | -0.4 | -5.6 | -0.8 | i
OC(c1ccc(F)cc1)c1ncc(-c2ccc(Oc3ccccc3)cc2)[nH]1 (configuration not stated) | -10.9 | 2.9 | 3.9 | 7.6 | -1.9 | -4.8 | -1.5 | nt | 0.2 | i
C/C(=N\NC(=O)c1ccccc1F)c1cccc(NC(=O)c2ccccc2)c1 | 0.6 | 0.0 | 5.2 | 4.0 | 18.8 | -0.6 | -1.3 | -10.7 | 5.6 | i
Cc1cc(C(=O)CSc2nncn2C)c(C)n1-c1ccccc1 | -1.0 | -0.2 | -9.5 | 3.6 | -5.7 | 2.9 | 2.0 | -10.4 | -0.8 | i
CC(=O)Nc1ccc(N2C(=O)C3C4CC(=O)C(c5ccccc54)C3C2=O)cc1 (configuration not stated) | -1.3 | -3.4 | -2.4 | -4.0 | 4.7 | -4.1 | 0.1 | -9.5 | -1.4 | i
CN(C)C(=O)c1cccc(-c2ccc3nncn3c2)c1 | -2.8 | 0.6 | 7.1 | -1.5 | 10.2 | 6.7 | -1.5 | nt | -8.4 | i
COc1ccccc1CNC(=O)COC(=O)C1CCN(S(=O)(=O)c2ccc(C)c(C)c2)CC1 | -3.9 | 1.3 | 0.4 | -9.9 | -22.9 | -2.7 | -1.3 | -2.0 | 1.5 | i
COCCN(C(=O)CCCC(=O)Nc1ccccn1)C(C(=O)NC1CCCCC1)c1ccc(C)cc1 (configuration not stated) | -2.3 | -1.6 | -5.4 | -3.5 | 8.8 | -1.4 | 0.9 | -3.0 | 1.5 | i
Cc1cccc(-c2cc3nc4c(c(N5CCCC(O)C5)n3n2)CCC4)c1 (configuration not stated) | -3.3 | 3.2 | -2.9 | 9.8 | 14.8 | -0.9 | -1.9 | -4.6 | 0.1 | i
Cn1c(=O)oc2cc(S(=O)(=O)N3CCC(C(=O)N4CCN(c5ccc(F)cc5)CC4)CC3)ccc21 | -2.6 | -2.3 | 6.8 | -2.0 | -19.7 | 1.5 | -1.9 | -4.3 | 4.0 | i
CCOc1ccccc1N(CC(=O)NC1CCCCC1)S(C)(=O)=O | 1.0 | -0.9 | -0.8 | -4.7 | 12.1 | 2.9 | 1.5 | 1.4 | -4.4 | i
Cc1ccc(N=Nc2c(O)ccc3n[nH]nc23)cc1 | -2.0 | 3.6 | -16.4 | -6.1 | 21.8 | 14.9 | 2.5 | -17.5 | -46.9 | i
CS(=O)(=O)c1ccc(Cl)c(NC(=O)COc2ccc3c(c2)CCC3)c1 | 2.9 | 0.4 | 5.7 | -1.5 | -3.0 | -1.1 | -0.5 | -2.0 | 9.8 | i
